# Bioassay records deposited in PubChem BioAssay by National Center for Advancing Translational Sciences (NCATS).
# Tau fibril ThT = inhibitors of human tau fibril formation, thioflavin T binding | recombinant tau K18 P301L, heparin-induced fibrillization, ThT fluorescence | Potency, µM (top dose mostly 57.4 µM), for the others: top-dose activity, negative = inhibition, usual class: inhibitors | actives 2.1% (n = 270,000); note: % is set by controls: 0 for no effect and ±100 for the full control effect; nearly all actives have a fitted effect of over 55% in size
# Target sequence (P10636 561-689 P618L limits assumed): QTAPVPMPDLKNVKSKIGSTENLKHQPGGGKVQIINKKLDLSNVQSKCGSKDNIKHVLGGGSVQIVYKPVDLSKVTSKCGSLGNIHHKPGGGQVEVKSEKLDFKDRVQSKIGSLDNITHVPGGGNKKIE
#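 Tau K18 P301L fragment (15 uM unlabeled plus 0.24 uM Alexa 594-labeled) in 100 mM sodium acetate pH 7 with compound, fibrillization induced by 20 uM heparin for 6 hr at 37 C. Thioflavin T (30 uM) added, fluorescence read after 1 hr (ex 450, em 510 nm).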
# JMJD2E inh = inhibitors of human JMJD2E histone demethylase; B2RXH2; JMJD2E catalytic domain, FDH-coupled NADH fluorescence (FDH is formaldehyde dehydrogenase); Potency, µM (highest dose often 57.1 µM), for the others: at the top dose activity change, negative = inhibition, actives largely listed as inhibitors; actives 1.6% (n = 230,000); AID 2147; active = well fitted inhibition curve with a large enough effect, not every such curve was filed as active; inconclusive = small, poorly fitted or top-dose-only effect, or another doubt; inactive = no such curve, though single readings can be large or run the other way;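 note: 0% = wells with enzyme and -100% = buffer wells without enzyme; nearly all actives have a fitted effect of over 50% in size; many of its hits are not listed in these tables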
# Target sequence (B2RXH2 1-337 limits assumed): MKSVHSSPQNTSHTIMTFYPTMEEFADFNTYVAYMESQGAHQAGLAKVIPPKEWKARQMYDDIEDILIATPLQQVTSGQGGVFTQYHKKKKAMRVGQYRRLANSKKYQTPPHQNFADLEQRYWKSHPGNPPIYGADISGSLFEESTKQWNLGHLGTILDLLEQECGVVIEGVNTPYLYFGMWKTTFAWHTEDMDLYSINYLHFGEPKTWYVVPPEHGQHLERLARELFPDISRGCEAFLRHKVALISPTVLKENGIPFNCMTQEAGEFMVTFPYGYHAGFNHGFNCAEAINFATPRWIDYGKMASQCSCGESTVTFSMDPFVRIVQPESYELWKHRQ
# HTT ATP protect = protects HTT-Q103 PC12 cells, measured by ATP; PC12 HTT-Q103 induced, cytoprotection, ATP luminescence, 40 h; Potency, µM (doses to about 56.4 µM), for the others: cytoprotection (ATP increase), most hits filed as activators; actives 0.14% (n = 230,000); AID 1471;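 note: % of control where 0% means no effect; nearly all actives have a fitted effect of over 45% in size; toxic huntingtin expression switched on by the ecdysone agonist tebufenozide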
#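 PC12 cells with ecdysone-inducible HTT exon 1 Q103-GFP, induced with 100 nM tebufenozide and co-treated with library compounds in a dose series (1536-well, 1500 cells/well). Cytoprotection read as ATP content by ATPlite luminescence.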
# ALDH1A1 block = inhibitors of human aldehyde dehydrogenase 1A1 | P00352 | Purified ALDH1A1, NADH fluorescence, propionaldehyde substrate | Potency, µM (highest dose often 75.3 µM), for the others: at the highest dose activity, negative = inhibition, actives largely listed as inhibitors | actives 7.3% (n = 220,000) | AID 1030; active = well fitted inhibition curve with a large enough effect, not every such curve was filed as active; inconclusive = small, poorly fitted or top-dose-only effect, or another doubt; inactive = no such curve, though single readings can be large or run the other way;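 note: plate controls were no enzyme wells and a reference inhibitor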
# Target sequence (P00352 whole entry, looked up): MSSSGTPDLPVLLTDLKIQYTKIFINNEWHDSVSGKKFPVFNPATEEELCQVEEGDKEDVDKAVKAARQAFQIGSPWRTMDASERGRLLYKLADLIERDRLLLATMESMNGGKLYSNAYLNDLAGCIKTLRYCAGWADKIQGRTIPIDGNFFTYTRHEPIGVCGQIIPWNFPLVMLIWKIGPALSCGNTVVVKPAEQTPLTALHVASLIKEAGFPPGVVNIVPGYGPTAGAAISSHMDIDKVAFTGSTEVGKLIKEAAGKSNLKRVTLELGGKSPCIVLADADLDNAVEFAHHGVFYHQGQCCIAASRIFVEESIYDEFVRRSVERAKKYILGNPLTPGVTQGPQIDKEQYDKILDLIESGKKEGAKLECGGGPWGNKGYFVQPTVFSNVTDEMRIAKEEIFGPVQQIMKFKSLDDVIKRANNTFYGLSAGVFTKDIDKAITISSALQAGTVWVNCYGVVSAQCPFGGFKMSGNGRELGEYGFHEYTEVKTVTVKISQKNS
# Tau fibril FP = blocks human tau fibril formation measured by polarization; AID 1468; Potency, µM (top dose mostly 57.7 µM), inactives show at the top dose activity, negative = inhibition, usual class: inhibitors; P10636; K18 P301L tau heparin fibrillization, Alexa594 FP, 6 h; actives 0.39% (n = 280,000); note: % is set by controls: 0 for no effect and ±100 for the full control effect; nearly all actives have a fitted effect of over 55% in size
#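 Recombinant K18 P301L […], labeled with Alexa 594 at 0.24 uM over 15 uM unlabeled; heparin inducer 20 uM final; 37 C, 6 hr; FP endpoint.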
# Tau fluor cs = counter-screen for tau fibril formation inhibitors | tau K18 P301L Alexa594 fluorescence, heparin fibrillization | Potency, µM (top dose mostly 57.7 µM), for inactives: top-dose activity change, negative = decrease | actives 0.93% (n = 280,000) | AID 1463; note: % is set by controls: 0 for no effect and ±100 for the full control effect; nearly all actives have a fitted effect of over 55% in size
#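 Human tau K18 P301L (15 uM unlabeled, 0.24 uM Alexa 594-labeled) in 100 mM sodium acetate pH 7 with 20 uM heparin, 6 hr at 37 C. ThT 30 uM added, 1 hr ambient; Alexa 594 FP and total fluorescence read at 555/632 nm.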
# SMN2 splice enh = increases expression of the SMN2 splice variant; HEK293 SMN2-luciferase splicing reporter, luminescence, 30-36 h; actives 2.8% (n = 210,000); Potency, µM (series often up to 46.1 µM), inactives show at the top dose activity change, positive = activation, hits mostly activators; note: % of control where 0% means no effect; nearly all actives have a fitted effect of over 55% in size
#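 HEK293 cells carry an SMN2 minigene-luciferase reporter in which exon 7 inclusion puts luciferase in frame. Cells were seeded at 2000 cells/well, attached for 10-12 hours, then exposed to compounds for 30-36 hours at 37C before ONE-Glo luminescence.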
# HttQ103 aggreg = inhibitors of mutant huntingtin aggregate formation in PC12 cells; PC12 HttQ103-GFP aggregates, Acumen cytometry, 40 h; Potency, µM (doses to about 46.1 µM), inactives show top-dose activity change, negative = inhibition, most hits filed as inhibitors; actives 1.1% (n = 220,000); note: % is set by controls: 0 for no effect and ±100 for the full control effect; nearly all actives have a fitted effect of over 60% in size
#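 PC12 cells with ecdysone-inducible HTT exon1 Q103-GFP, induced by 100 nM tebufenozide, given compounds in a concentration series. GFP aggregates (1–25 um, 6 SD above background) counted in lysates by laser-scanning cytometry, 488 nm excitation.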
# Starred values were filed as active, the others as inactive; ? = inconclusive; nt = not tested or not shown; & = joins results of further samples; [ ] = another dose, or the depositor's remark. Unless noted, calls come from the whole dose curve; as a rule, active = well fitted curve in the direction sought with a large enough effect; inconclusive = small, poorly fitted or top-dose-only effect, or another doubt; inactive = no such curve, though single readings can be large; an effect the other way counts as inactive or inconclusive. Potency is the fitted concentration of half-maximal effect.
Molecule	Tau fibril ThT	JMJD2E inh	HTT ATP protect	ALDH1A1 block	Tau fibril FP	Tau fluor cs	SMN2 splice enh	HttQ103 aggreg
O=C(Cn1cc([N+](=O)[O-])cn1)NCC1CCCO1 (stereo unspecified)	-1.7%	9.3%	nt	10.9%	-2.3%	-0.6%	18.2%	6.1%
CCC(=O)NNC(=S)NC(=O)c1ccc(C)cc1	-9.8%	2.8%	-3.4%[10 µM]	20µM*	-2.0%	3.9%	nt	-16.1%[9.22 µM]
CC(C)Cc1cc(C(=O)Nc2c(F)cc(F)cc2Br)no1	6.7%	-3.0%	-4.9%	9.8%	2.3%	-2.2%	11.6%	-15.4%
CCC(C)N(NC(C)=O)c1nc(Cl)nc(NC(C)C)n1 (stereo unspecified)	3.1%	-1.4%	-19.8%	8.4%	-4.5%	-1.5%	3.0%	22.6%
O=C(O)/C=C/c1cnc[nH]1	-3.5%&-13.2%	-2.0%	nt	-5.7%&3.6%	4.7%&5.4%	-4.1%&-12.2%	16.0%&-53.0%	27.1%
O=C(O)CNC(=O)CCn1nnc2ccccc2c1=O	3.4%	2.8%	-6.4%[10 µM]	nt	3.1%	3.3%	nt	2.3%[9.22 µM]
CCOc1ccc(Nc2c3ccccc3nc3ccccc23)cc1	20µM*	?	-23.3%[10 µM]	nt	14.3%	?	nt	-9.6%[9.22 µM]
COc1ccc(C(=O)NC(CC(C)C)C(=O)O)cc1OC (stereo unspecified)	0.2%	7.4%	7.7%	1.5%	8.5%	0.0%	1.0%	-6.4%
COc1ccc(C(=O)C(C)OC(=O)c2cccc(S(=O)(=O)Nc3cc(Cl)c(OC)cc3OC)c2)cc1 (stereo unspecified)	-0.6%	-2.8%	-7.8%[10 µM]	6.9%	-12.5%	-22.4%	-49.9%[inhibitor]	-7.1%
O=C(COC(=O)CSc1ccc2ccccc2c1)NCc1ccc2c(c1)OCO2	-11.1%	-0.7%	1.0%[10 µM]	-12.2%	-0.2%	-19.8%	-1.9%	-4.3%
Cc1ccc(SCC(=O)N=C2NC(=O)CS2)cc1	-11.5%	-1.5%	-19.8%	6.9%	-1.1%	-3.6%	nt	3.8%
CC1CN(C(=O)CSc2nnc3c(Cl)cc(Cl)cn23)CC(C)O1 (stereo unspecified)	-8.5%	-8.5%	-4.8%	-6.0%	-7.7%	-7.3%	6.2%	2.4%
CNc1nc(Nc2ccc(C(C)=O)cc2)nc(OC(C(F)(F)F)C(F)(F)F)n1	0.6%	?	-5.3%[10 µM]	?	-3.9%	-10.5%	nt	?
COCCOC(=O)c1c(C)oc2ccc(OC(=O)c3c(OC)cccc3OC)cc12	?	3.1%	2.8%[0.074 µM]	4.9%	8.3%	?	1.7%	7.0%
O=C(NCc1ccco1)C1CC2CCC1C2 (stereo unspecified)	-8.4%	-0.3%	7.0%	-4.5%	9.6%	3.2%	6.8%	-1.9%[9.22 µM]
c1cc(-c2noc(CCC3CCCC3)n2)ccn1	-5.4%	5.9%	1.1%	-0.6%	5.7%	-1.1%	?	7.1%
O=C(CCSCCc1ccccn1)Nc1cc(F)ccc1F	0.6%&-0.4%	13.8%	37.0%[10 µM]	6.2%	3.3%&6.1%	5.2%&9.5%	4.5%	16.8%
CCOc1ccc(NC(=O)c2c(NC(=O)c3cccc(C)c3)sc3c2CCC3)cc1	0.8%	nt	nt	nt	4.5%	-10.4%	-8.7%	nt
CC12CCC(C(=O)N3CCCCC3)([C@H](Br)C1=O)C2(C)C (stereo partly specified)	-5.5%	-15.9%	17.4%[10 µM]	nt	-3.5%	-4.1%	nt	4.5%[9.22 µM]
COc1ccc([N+](=O)[O-])cc1NC(=O)COC(=O)c1ccccc1O	-10.1%	15.1%	15.7%[10 µM]	11.9%	-13.4%	-18.2%	nt	26.0%[9.22 µM]
COc1ccccc1Nc1nnc(C)c(=O)[nH]1	-8.2%	-1.1%	0.8%	7.2%	14.9%	-0.7%	-2.5%	7.0%
COc1ccc(CNCc2c(C(=O)O)c(C)n(Cc3ccccc3C)c2C)cc1OC	-0.8%	nt	nt	nt	0.3%	-3.5%	21.9%	nt
Cc1ccc2nc(-c3ccccc3Cl)cc(C(=O)Nc3cc(C)on3)c2c1	-6.3%	?	-25.3%[0.074 µM]	?	-5.1%	-22.4%	-7.7%	-9.2%
CN(C)CCNC(=S)Nc1ccc(Cl)cc1	9.9%	1.8%	2.2%[10 µM]	-2.1%	1.6%	2.1%	14.8%	-3.8%
O=C(O)CN(c1ccc2c(c1)OCCO2)S(=O)(=O)c1ccccc1	0.9%	-2.1%	-7.4%	18.9%	0.9%	3.8%	7.7%	5.5%
COc1ccc(C(=O)NC(=S)NC(C)C)cc1Br	?	-6.4%	36.0%	?	-5.0%	-11.3%	12.2%	9.3%
CCc1nn(-c2cc(Cl)ccc2OC)c2c1C(=O)CCC2	-4.9%	-2.9%	-33.4%	4.5%	-2.1%	-9.9%	12.7%	?
CC/C(C)=N\N=C\c1c(O)n(CC)c2cc(C3=NNC(=O)CC3)ccc12	15.8µM*	?	3.0%[10 µM]	?	-8.8%	-22.6%	16.5%	-23.7%
Cn1cnnc1SC(C(=O)Nc1cc(Cl)cc(Cl)c1)c1ccccc1 (stereo unspecified)	-7.6%	-17.2%	9.5%[10 µM]	-0.8%	-17.5%	?	-13.2%	-0.4%
O=C(Cn1cc(C(=O)C2CC2)c2ccccc21)NCc1ccccc1	-5.1%	-8.8%	-5.0%[10 µM]	1.4%	-3.2%	-5.2%	?	9.6%
Cc1ccc(NC(=O)COC(=O)/C=C/c2cccc(Cl)c2)cc1S(=O)(=O)N1CCOCC1	4.1%	?	-2.6%[10 µM]	-5.1%	?	?	nt	10.1%
CCOc1ccc(-c2cnc3n2CCC3)cc1	?	-3.8%	29.3%[10 µM]	10.5%	1.2%	-10.9%	-10.3%	-18.2%
O=C(Nc1ccccc1)c1c2c(nc3ccccc13)CCCC2	-12.6%	-25.4%	17.9%[10 µM]	1.7%	2.1%	-9.9%	nt	-0.3%[9.22 µM]
Nc1ncncc1-c1ccc(Cl)cc1	nt	-3.4%	3.6%[10 µM]	nt	0.8%	5.4%	nt	-12.7%[9.22 µM]
O=C(c1cnn2c1NC(c1ccco1)CC2C(F)(F)F)N1CCN(c2cccc(Cl)c2)CC1 (stereo unspecified)	?	-10.0%	-6.2%[0.074 µM]	3.16µM*	8.6%	-19.9%	-54.2%[inhibitor]	22.4µM*
N/C(Cn1cncn1)=N\NC(=O)C(=O)Nc1cccc(C(F)(F)F)c1	2.3%	-8.6%	-0.3%[10 µM]	3.6%	-11.7%	3.7%	0.9%	6.5%
Cc1ccc(S(=O)(=O)N(C)Cc2ccc(-c3nnco3)cc2)cc1	-4.3%	5.9%	-8.4%	5.7%	?	-5.0%	1.3%	-10.4%
COc1ccc(CC(NC(C)=O)C(=O)NC2CCN(C(=O)c3cnccn3)CC2)cc1 (stereo unspecified)	-3.7%	0.8%	18.4%	-4.0%	-3.9%	-1.4%	-7.9%	-0.8%
Cc1cc(NC(=O)c2cc(-c3cccc(Cl)c3)on2)nn1Cc1ccc(Cl)cc1	-3.1%	nt	nt	nt	-2.4%	-12.3%	-29.5%	nt
COCc1ccc(C(=O)Nc2ccc(C(=O)O)cc2)o1	nt	1.5%	8.2%[10 µM]	nt	5.3%	-7.8%	nt	-21.2%[9.22 µM]

# Only Tau fluor cs, Tau fibril FP and HttQ103 aggreg, for some of the entries so far:
mol,Tau fluor cs,Tau fibril FP,HttQ103 aggreg
COCCOC(=O)c1c(C)oc2ccc(OC(=O)c3c(OC)cccc3OC)cc12,?,8.3%,7.0%
O=C(NCc1ccco1)C1CC2CCC1C2 (stereo unspecified),3.2%,9.6%,-1.9%[9.22 µM]

# (further entries)
Molecule	Tau fibril ThT	JMJD2E inh	HTT ATP protect	ALDH1A1 block	Tau fibril FP	Tau fluor cs	SMN2 splice enh	HttQ103 aggreg
COc1nc(-c2ccc(C)cc2)ccc1-c1noc(-c2ccco2)n1	?	?	-2.7%	?	-7.9%	-22.1%	-7.5%	-11.9%
O=C(Nc1cccc2ncccc12)C(c1ccccc1)c1ccccc1	-11.1%	?	-34.0%[10 µM]	?	-4.7%	-17.0%	11.7%	0.0%
CC1(C)c2ssc(=S)c2-c2ccccc2N1C(=O)CSC1=NCCS1	?	2.3%	?	?	-2.5%	?	-14.9%	-9.0%
Cc1ccc(-c2c[n+](Cc3cccc(Cl)c3)c3n2CCC3)cc1	nt	4.0%	-7.8%[10 µM]	nt	-5.3%	-2.1%	nt	-15.7%[9.22 µM]
CCn1cc(C(=O)OCC(=O)Nc2cc(S(=O)(=O)N(C)C)ccc2C)c(=O)c2ccc(C)nc21	-13.1%	-4.3%	20.0%	-4.2%	1.1%	-9.1%	-7.4%	-0.9%
COc1ccc(CCNC(=O)/C(=C/c2cccnc2)NC(=O)c2ccccc2)cc1	-6.0%	-26.1%	26.5%[10 µM]	?	6.6%	-9.4%	11.4%[1.84 µM]	-13.6%
CC(C)CNS(=O)(=O)c1ccc(S(=O)(=O)N2CCC3(CC2)OCCO3)cc1	1.4%	-3.2%	-4.3%[10 µM]	-1.6%	3.5%	-5.3%	?	-4.5%
CCc1ccc2[nH]c(=O)c(CN(Cc3ccccc3OC)C(=O)Nc3ccccc3OC)cc2c1	-17.1%	140.3%[activator]	-20.1%	4.7%	4.4%	-19.6%	-23.0%	?
COC(CNC(=S)Nc1ccc([N+](=O)[O-])cc1)OC	-9.6%	1.7%	-3.0%[10 µM]	?	-7.1%	-17.6%	?	-31.9%
COC(=O)c1cc(OC)c(OC)cc1NC(=O)CN1C(=O)c2ccccc2C1=O	-19.1%	1.9%	21.3%	?	?	-17.4%	20.3%	-1.3%[9.22 µM]

# The list is partial; the hit share may differ from the screen's.
